# TRPC4 PAM = allosteric potentiators of mouse TRPC4 channel. B-score at 10 µM. HEK293 TRPC4beta/mu-opioid, DAMGO EC20, Fluo-4 Ca2+ flux; stronger effect = higher value. 310,000 compounds, 0.42% hits. Q9QUQ5;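 active means B-score of calcium response area above 5 SD of library B-scores, with initial fluorescence ratio within 5 SD of library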;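 further: B-score of integrated fluorescence ratio over time as area under calcium response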
# aSyn UTR inh = MLPCN primary screen, SNCA 5' untranslated region; alpha-synuclein 5'UTR reporter, inhibitor activity; inhibition, % (tested at 7.5 µM); 300,000 compounds, 0.82% hits; AID 1813; in the data active means inhibition above about 60%;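 further: H4 neuroglioblastoma cells stably carrying SNCA 5'UTR luciferase fusion; 0% = DMSO wells and 100% = positive control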
# MrgX1 antag = human MrgX1 receptor antagonism, primary screen | 310,000 compounds, 1.3% hits | AID 588676 | Q96LB2 | MRGX1-HEK293 calcium flux, Fluo-4, BAM8-22 antagonism; stronger effect = lower value | B-score at 10 µM;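 active means calcium-response B-score plate-corrected more than 3 library SD below zero, starting fluorescence within 5 deviations, no agonist response on first addition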;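 further: peak minus trough fluorescence over baseline after final BAM8-22 challenge near maximal dose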
# TRPC4 agonist = opens the mouse TRPC4 cation channel. B-score at 10 µM. HEK293 TRPC4beta/mu-opioid, Fluo4 calcium fluorescence; stronger effect = higher value. 310,000 compounds, 0.49% hits. Q9QUQ5;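 active means B-score above 5 SD of library B-scores, and initial fluorescence ratio not above library mean plus 5 SD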;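 further: positive B-score marks a calcium rise read as TRPC4 activation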
#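 system = HEK293 cells stably co-expressing mouse TRPC4beta and mu-opioid receptor | schedule = Fluo4 dye loading 45 min at room temperature, 110 s recording | measure = B-scored integrated calcium fluorescence ratio | signal = Fluo4 calcium-sensitive dye fluorescence, kinetic, 1 Hz baseline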
# SKKanGAS inh = inhibitors of SKKanGAS S. pyogenes growth in kanamycin (SK-promoter or general growth effect) | 300,000 compounds, 1.3% hits | inhibition, % at 7.5 µM | BacTiter-Glo, 6 h;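 active means mean replicate score, as percent of positive control median, at least 50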;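 further: strain carries kanamycin resistance gene driven by streptokinase promoter and grows in 40 µg/ml kanamycin; loss of luminescence reflects streptokinase promoter inhibition or plain growth inhibition; 0% = median of DMSO wells and 100% = positive control at its reference dose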
# TRPC6 inh = inhibitors of mouse TRPC6 channel; Q61143; HEK293-TRPC6, membrane potential dye, ACh-evoked depolarization; stronger effect = lower value; B-score at 10 µM; 310,000 compounds, 1.1% hits; AID 2553;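 active means B-score under library mean minus 3 SD, initial fluorescence not abnormally high, positive integrated signal ratio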;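 further: B-score derived from integrated fluorescence ratio over the kinetic read; more negative B-score means stronger inhibition of depolarization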
# Target sequence (Q61143 whole entry, looked up): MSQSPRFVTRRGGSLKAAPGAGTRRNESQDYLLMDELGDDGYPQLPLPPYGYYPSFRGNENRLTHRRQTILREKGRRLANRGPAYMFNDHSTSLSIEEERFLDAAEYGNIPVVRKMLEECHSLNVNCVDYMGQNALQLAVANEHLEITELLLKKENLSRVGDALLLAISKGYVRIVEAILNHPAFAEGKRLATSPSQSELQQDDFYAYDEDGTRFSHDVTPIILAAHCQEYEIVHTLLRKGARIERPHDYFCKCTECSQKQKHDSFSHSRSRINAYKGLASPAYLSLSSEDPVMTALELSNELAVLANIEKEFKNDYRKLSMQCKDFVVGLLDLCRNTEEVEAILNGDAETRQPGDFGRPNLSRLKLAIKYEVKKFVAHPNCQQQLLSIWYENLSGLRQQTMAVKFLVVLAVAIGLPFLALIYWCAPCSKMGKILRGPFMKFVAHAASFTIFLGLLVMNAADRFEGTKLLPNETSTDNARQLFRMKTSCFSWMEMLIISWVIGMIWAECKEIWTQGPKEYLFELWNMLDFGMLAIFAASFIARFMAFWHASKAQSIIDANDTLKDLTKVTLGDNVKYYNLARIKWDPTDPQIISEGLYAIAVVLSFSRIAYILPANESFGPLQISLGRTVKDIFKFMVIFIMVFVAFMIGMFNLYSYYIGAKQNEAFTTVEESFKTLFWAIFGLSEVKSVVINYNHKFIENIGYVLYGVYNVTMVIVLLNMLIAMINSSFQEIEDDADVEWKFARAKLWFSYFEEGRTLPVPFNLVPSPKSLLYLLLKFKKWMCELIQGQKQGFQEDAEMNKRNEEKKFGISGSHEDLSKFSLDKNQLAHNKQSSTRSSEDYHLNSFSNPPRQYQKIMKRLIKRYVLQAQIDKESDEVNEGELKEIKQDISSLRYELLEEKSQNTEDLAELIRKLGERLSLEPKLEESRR
# HIF activator = HIF pathway transcriptional activation | AID 1910 | 300,000 compounds, 0.32% hits | activation, % at 7.5 µM (by protocol) | U2OS HRE-luciferase reporter, luminescence; normalized: DMSO 0%, desferrioxamine 100%;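 active means mean activation of at least 10% of the iron chelator positive control signal, with at least half of replicates also reaching 10%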
# TRPC6 act = activates the mouse TRPC6 cation channel. 310,000 compounds, 0.13% hits. HEK293-TRPC6 membrane potential dye fluorescence; stronger effect = higher value. B-score at 10 µM. Q61143;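 active means B-score of the integrated fluorescence ratio above library mean plus 3 SD, and starting fluorescence ratio within library mean plus 5 SD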;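 further: higher score means more depolarization so channel activation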
# IEC-6 cytotox = IEC-6 cytotoxicity, counter-screen for KLF5 inhibitors. luminescence viability. inhibition, % at 5 µM. 290,000 compounds, 0.78% hits; in the data active means inhibition above about 22%;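 further: 0% = plate median of test compound wells and 100% = cytotoxic reference compound wells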
# KLF5 inhibitor = inhibitors of KLF5 expression. DLD-1 KLF5 promoter-luciferase reporter, luminescence. inhibition, % at 5 µM. 290,000 compounds, 0.23% hits;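 active means inhibition above a per-plate limit of that plate's mean compound inhibition plus 3 SD, cut at about 60% in these data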;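 further: 0% = DMSO wells and 100% = LY294002 at 200 µM; higher means less KLF5 promoter-driven luciferase light; inactives centre near -14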
# TRPC4 block = TRPC4 (mouse) channel inhibition; HEK293 TRPC4beta/mu-opioid, DAMGO-evoked Fluo4 calcium flux; stronger effect = lower value; B-score at 10 µM; 300,000 compounds, 0.39% hits;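 active means B-score over 3 SD under the library average, no early fluorescence shift, positive overall ratio signal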
#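 Material: HEK293 cells with stable TRPC4beta plus mu-opioid receptor expression; probe or stimulus: DAMGO in two steps, submaximal then maximal; technique: Fluo4 calcium fluorescence by kinetic imaging, 5 s 1 Hz baseline; measure: integrated fluorescence ratio relative to baseline, converted to per-well B score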
# * marks the source's active call; other numbers are inactive results; i = inactive; . = not tested or not shown.
SMILES,TRPC4 PAM,aSyn UTR inh,MrgX1 antag,TRPC4 agonist,SKKanGAS inh,TRPC6 inh,HIF activator,TRPC6 act,IEC-6 cytotox,KLF5 inhibitor,TRPC4 block
COc1ccc(C)cc1S(=O)(=O)N(C)CC(=O)NC1CCCCCC1,i,-3.1,i,i,-9.3,i,-0.1,i,-6.7,-20.5,i
CCOc1nc2c(c(-c3cccs3)c1C#N)Cc1ccccc1-2,i,-14.6,i,i,5.1,i,-0.6,i,1.2,-4.3,i
COc1ccc(OCc2cc(C(=O)NC(C)c3csc(C)n3)no2)c(Cl)c1 (stereo not drawn),i,-119.2,i,i,1.2,i,3.3,i,-5.8,-117.8,i
Cc1nn(C)cc1/C=N/n1nnnc1N,i,8.1,i,i,-1.2,i,0.0,i,-11.7,-1.3,i
C[C@H](NC(=O)N1CCC(Cc2ccccc2)CC1)C(=O)O,i,6.4,i,i,-3.2,i,-0.7,i,-1.0,-13.0,i
CCOc1ccccc1C(=O)N(CCC(=O)OC)c1ccccn1,i,-14.5,i,i,-4.3,i,-27.6,i,2.2,-31.2,i
C=CCN1N=C(/C=C/c2ccc(OC)cc2)CCC1=O,i,-84.3,i,i,-1.9,i,4.3,i,3.5,-71.9,i
COc1cc(CNCCSc2nnnn2C)cc(Br)c1OCc1ccc(F)cc1,i,46.0,i,i,-6.0,i,-0.3,i,0.2,-7.1,i
CC(C(=O)NNS(=O)(=O)c1cccc(C(F)(F)F)c1)n1nnc(N2CCOCC2)n1 (stereo not drawn),i,-16.4,i,i,-8.7,i,0.6,i,4.1,-30.7,i
O=C(Oc1ccc2ccccc2c1)c1cncc(Br)c1,i,-9.7,i,i,-4.9,i,-0.4,i,-0.2,-3.8,i
Cc1ccccc1-n1c(SCc2c(C)noc2C)nnc1-c1ccncc1,i,-19.1,i,i,-11.4,i,-0.7,i,2.6,-3.7,i
Clc1ccc(CNc2nnnn2-c2ccccc2)c(Cl)c1,i,-8.3,i,i,3.4,i,-0.3,i,6.7,-18.0,i
CCC1SC2=NC(C)=C(C(=O)OC)C(c3ccc(C)cc3)N2C1=O (stereo not drawn),i,-1.7,i,i,-2.0,i,0.0,i,0.1,-26.2,i
Cc1c(NC(=O)C23CC4CC(CC(C)(C4)C2)C3)c(=O)n(-c2ccccc2)n1C,i,22.0,i,i,0.8,i,-0.4,i,3.9,-17.9,i
Cc1cc(S(=O)(=O)NCCN(C)C)c(C)s1,i,1.6,i,i,11.0,i,0.1,i,-2.9,-29.2,i
O=C(Nc1ncc(Cc2ccc(Cl)cc2Cl)s1)c1ccc([N+](=O)[O-])cc1,i,30.4,i,i,2.7,i,0.2,i,0.1,-29.8,i
COc1ccc(Cl)cc1S(=O)(=O)N1CCCC1=O,i,19.5,i,i,-3.7,i,0.1,i,-4.5,3.9,i
COCCCNc1nc2cc(OC)c(OC)cc2c2nc(-c3ccccc3)nn12,i,-4.3,i,i,27.9,i,-5.7,i,0.1,-7.5,i
COc1ccc(/C=N\NC(=O)c2cc(O)c(O)c(O)c2)cc1COc1ccc(C(=O)OCC(C)C)cc1,i,-1.1,i,i,89.6*,i,-7.7,i,-0.4,-17.8,i
S=C(Nc1ccc(Cl)cc1Cl)N1CCN(c2ccccn2)CC1,i,1.4,i,i,-5.2,i,-0.6,i,2.6,-17.2,i
Cc1nn(Cc2cccc(F)c2)c(C)c1NC(=O)c1c(Cl)cnn1C,i,8.1,i,i,-1.8,i,-1.0,i,-3.3,-9.5,i
COC(=O)CSc1nnc(-c2cccnc2)n1C,i,0.1,i,i,0.8,i,0.1,i,-1.4,-16.6,i
Nc1nc(-c2ccc(Br)cc2)cs1,i,-98.8,i,i,3.1,i,-1.5,i,-0.9,-46.6,i
CC(C)CNC(=O)COC(=O)c1cc(S(=O)(=O)N2CCCCC2)ccc1N1CCOCC1,i,-15.9,i,i,-4.2,i,-0.3,i,4.3,1.4,i
CCOc1c(Cl)cnn(-c2ccc(C)cc2)c1=O,i,.,i,i,-8.8,i,.,i,1.8,-39.5,i
COc1cc(C(=O)NCC(=O)OCCN2C(=O)c3ccccc3C2=O)cc(OC)c1OC,i,9.9,i,i,-5.5,i,-0.6,i,-1.3,-49.6,i
CCOC(=O)C(NC(=O)CC)(Nc1ccccc1OC)C(F)(F)F (stereo not drawn),i,5.7,i,i,2.7,i,0.2,i,6.8,1.7,i
COc1ccc(NCc2n[nH]nc2-c2ccccc2)cc1Cl,i,-4.0,i,i,6.0,i,-0.8,i,2.1,-18.8,i
O=C(NCCCN1CCOCC1)C(=O)NCC1OCCN1S(=O)(=O)c1ccc(F)cc1 (stereo not drawn),i,4.6,i,i,-7.1,i,0.0,i,-2.2,-19.4,i
Cc1ccc(NC(=O)CSc2nnc(-c3cc(C)on3)o2)cc1,i,-15.0,i,i,5.1,i,-0.5,i,-2.5,4.5,i
COc1ccccc1N(C)S(=O)(=O)c1ccc(Cl)c(C(=O)NNC(=O)c2ccccc2O)c1,i,-28.6,i,i,26.9,i,-0.2,i,3.0,-3.0,i
Cc1ccccc1Cn1cc(CCC(=O)N2CCOCC2)c2ccccc21,i,9.0,i,i,-0.2,i,1.1,i,2.8,-47.6,i
N#Cc1cc([N+](=O)[O-])ccc1Oc1ccc(-c2nnco2)cc1,i,-8.8,i,i,7.2,i,-0.2,i,6.4,-12.0,i
O=C(c1ccc(Cl)cc1)N1CCN(C(=O)c2ccco2)CC1,i,5.2,i,i,0.5,i,0.0,i,-2.8,-41.4,i
COc1ccccc1CNC(=O)CS(=O)(=O)Cc1ccccc1,i,0.4,i,i,.,i,-0.6,i,-0.3,-27.6,i
O=P(CCCCCCCCCP(=O)(c1ccccc1)c1ccccc1)(c1ccccc1)c1ccccc1,i,39.8,i,i,36.1,i,-0.4,i,-5.3,-9.6,i
CC1(c2cccc([N+](=O)[O-])c2)CC(C)(C)N(C(=O)c2ccccc2)c2ccccc21 (stereo not drawn),i,19.9,i,i,4.1,i,0.0,i,-4.9,6.0,i
S=c1[nH]nc(C(c2ccccc2)C2CCCCC2)o1 (stereo not drawn),i,1.0,i,i,-0.3,i,-0.3,i,-2.8,6.1,i
CCNC(=S)Nc1cc(OC)c(NC(=O)c2ccco2)cc1OC,i,-6.4,i,i,0.2,i,0.0,i,-1.6,-13.7,i
CCOc1ccc(-n2cc(C(=O)N3CCC(C)CC3)c3cc(OC)c(OC)cc3c2=O)cc1,i,2.6,i,i,9.9,i,0.6,i,3.2,-7.6,i
O=[N+]([O-])c1cc(/C=N/N2CCN(c3ccccc3)CC2)ccc1Cl,i,-27.6,i,i,-7.3,i,0.0,i,0.1,-30.2,i
CCC(C(=O)NC1CCCC1)N(C(=O)Cn1nnc(-c2ccc(C)o2)n1)c1ccc(OC)c(OC)c1 (stereo not drawn),i,19.8,i,i,-2.2,i,0.1,i,7.2,-0.3,i
Cc1cccc(OC(=O)C2C(c3ccccc3)C(C(=O)O)C2c2ccccc2)c1 (stereo not drawn),i,28.2,i,i,4.0,i,0.3,i,5.3,-0.4,i
O=C(NC1CCCCCC1)c1cc(S(=O)(=O)N2CCOCC2)ccc1F,i,-11.1,i,i,-2.2,i,-0.4,i,6.2,-27.4,i
CC1(C)CC2(CC(c3ccccc3)c3ccc(O)cc3O2)NC(=S)N1 (stereo not drawn),i,20.8,i,i,7.3,i,-0.3,i,-0.7,-53.8,i
CCN(CC1COc2ccccc2O1)S(=O)(=O)c1ccc(C)cc1 (stereo not drawn),i,33.1,i,i,1.5,i,0.1,i,-4.8,-5.8,i
O=C(CSc1nc(C2CCCCC2)n(-c2ccccc2)n1)NCC(F)(F)F,i,21.9,i,i,-3.9,i,-0.1,i,-2.8,41.0,i
CC(C)c1ccc(OCC(=O)NCc2n[nH]c(=O)c3ccccc23)cc1,i,5.9,i,i,-8.8,i,-0.7,i,.,.,i
COc1ccc(CC2S/C(=C(\C#N)C(=O)NCc3ccco3)N(c3ccc(C)cc3)C2=O)cc1 (stereo not drawn),i,-7.1,i,i,0.8,i,-0.2,i,-4.8,9.1,i
Clc1ccc(-c2nnc(SCc3ccon3)o2)c(Cl)c1,i,-69.1,i,i,-8.0,i,0.2,i,1.7,-107.7,i
CCCCn1c(=O)n(CC(=O)Nc2ccc(OC)c(Cl)c2)c(=O)c2c1nc(CO)n2CCC,i,18.6,i,i,6.7,i,-0.8,i,-2.9,-10.0,i
Cc1cccc(NC(=O)CSc2nccn2C)c1,i,-61.1,i,i,0.7,i,0.6,i,-6.4,-35.0,i
CN(C)c1nc(C(=O)OCCO)nc(N(C)C)n1,i,4.5,i,i,-6.8,i,-0.1,i,-1.3,-19.2,i
C=CCn1c(SCC(=O)NCCc2ccccc2)nc2c([nH]c3ccccc32)c1=O,i,7.6,i,i,-12.9,i,0.4,i,0.7,-24.7,i
NNC(=O)c1ccc(NS(=O)(=O)c2ccc(Br)cc2)cc1,i,2.0,i,i,5.0,i,0.4,i,-0.8,-20.9,i
COC(=O)C1CCC(=S)N1C(=O)c1ccccc1 (stereo not drawn),i,-8.0,i,i,-3.0,i,-0.2,i,2.0,-22.1,i
NC(=O)C(C(=O)/C=C/c1ccc(Cl)cc1)=C1SCCS1,i,-113.7,i,i,-4.2,i,5.4,i,-3.9,4.2,i
CN(Cc1ccccc1)c1ncnc(N)c1[N+](=O)[O-],i,1.5,i,i,7.2,i,0.4,i,0.5,5.0,i
COCc1[nH][nH]c(=O)c1C=Nc1ccc(F)cc1F,i,-12.5,i,i,12.4,i,-39.0,i,-3.5,-6.1,i
CC(=O)C1=C(O)C(=O)N(CCCCCC(=O)O)C1c1ccc(N(C)C)cc1 (stereo not drawn),.,21.1,i,.,1.7,.,-0.4,.,-2.4,-8.1,.
O=C(Nc1ccccc1C(=O)NC1CCCCC1)c1ccco1,i,12.9,i,i,-0.8,i,0.1,i,-2.0,-40.0,i
COc1ccc(C(=O)N[C@H](C(=O)NCC2CCCCC2)C(C)C)cc1,i,-0.3,i,i,-1.7,i,-0.2,i,-0.7,-37.3,i
CCC1CCC(C(=O)NC(CCSC)C(=O)NCCN(CC(C)C)CC(C)C)CC1 (stereo not drawn),i,28.3,i,i,-0.1,i,0.0,i,4.6,7.2,i
